# Gli-Sufu antag = Gli-Sufu pathway antagonists, primary screen, luciferase luminescence, Sufu-KO-LIGHT cells, uHTS; Sufu-KO-LIGHT fibroblasts, Gli luciferase reporter luminescence; inhibition, % at 5 µM; 340,000 tested, 0.74% active;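 active = inhibition above about 55%, limit read from the data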;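 also: 0% = DMSO-treated cells and 100% = wells with medium but no cells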
# UBC13 inh = UBC13 polyubiquitin chain formation inhibitors, primary screen, biochemical, TR-FRET, uHTS; AID 485273, 2010; Ubiquitin-conjugating enzyme E2 N (Homo sapiens), P61088; 330,000 tested, 0.47% active; inhibition, % at 20 µM; in the data active = inhibition above about 45%, passing the limit was not always enough
# Target sequence (P61088 whole entry, looked up): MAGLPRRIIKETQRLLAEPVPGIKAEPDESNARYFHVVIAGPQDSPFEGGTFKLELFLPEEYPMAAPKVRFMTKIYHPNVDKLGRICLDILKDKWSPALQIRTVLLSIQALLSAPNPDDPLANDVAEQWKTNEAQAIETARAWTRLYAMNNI
# EBI2 block = EBI2 receptor antagonists, beta-arrestin recruitment, primary screen, cell-based, luminescence, 7a,25-OHC stimulation, uHTS; 360,000 tested, 0.81% active; G-protein coupled receptor 183 (Homo sapiens), P32249; inhibition, % at 5 µM; 7a,25-OHC stimulated; in the data active = inhibition above about 38%;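 also: enzyme fragment complementation signal reports receptor beta-arrestin coupling in cells; 0% = agonist plus DMSO wells and 100% = wells without agonist; some results beyond the cut were filed as inactive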
# APJ antagonist = antagonists of human apelin receptor APJ, primary screen, CHO-K1 cells, beta-arrestin complementation, luminescence | P35414 | inhibition, % at 20 µM | 330,000 tested, 0.32% active;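 active = inhibition above about 40% at 20 µM, limit read from the data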;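 also: cells challenged with 10 nM apelin-13 agonist together with compound; plate controls were apelin-13 plus DMSO wells for no effect and DMSO wells lacking apelin-13 for full effect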
# CCR6 antag = CCR6 receptor antagonists, primary screen, cell-based, CHO-K1, luminescence, beta-arrestin, uHTS; C-C chemokine receptor type 6 (Homo sapiens), P51684; CHO-K1 CCR6 PathHunter beta-arrestin, CCL20-stimulated; inhibition, % at 20 µM; 340,000 tested, 0.49% active; AID 493098, 2011;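 active = compounds whose inhibition of the agonist-driven luminescence signal at 20 µM reaches about 50%, limit read from the data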;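 also: cells stimulated with CCL20 at 14 nM final; plate controls were DMSO with CCL20 for no effect and DMSO without agonist for full effect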
# Target sequence (P51684 whole entry, looked up): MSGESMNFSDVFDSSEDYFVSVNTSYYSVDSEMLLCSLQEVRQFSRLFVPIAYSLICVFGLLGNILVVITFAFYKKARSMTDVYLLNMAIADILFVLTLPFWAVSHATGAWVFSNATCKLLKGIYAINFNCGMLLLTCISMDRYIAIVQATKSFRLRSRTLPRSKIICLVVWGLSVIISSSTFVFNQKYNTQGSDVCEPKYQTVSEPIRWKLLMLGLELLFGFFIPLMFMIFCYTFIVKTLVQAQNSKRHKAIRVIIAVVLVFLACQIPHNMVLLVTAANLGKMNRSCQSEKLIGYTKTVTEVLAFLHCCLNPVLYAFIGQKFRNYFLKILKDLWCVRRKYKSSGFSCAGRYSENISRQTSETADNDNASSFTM
# ATG4B inh = ATG4B protease inhibitors, primary screen, biochemical, fluorescence, uHTS; AID 504462, 2011; ATG4B cleavage of LC3-PLA2, NBD-HPC fluorescence, 1 h; inhibition, % at 8.33 µM; 340,000 tested, 0.51% active; in the data active = inhibition above about 40%
# Target sequence (Q9Y4P1 whole entry, looked up): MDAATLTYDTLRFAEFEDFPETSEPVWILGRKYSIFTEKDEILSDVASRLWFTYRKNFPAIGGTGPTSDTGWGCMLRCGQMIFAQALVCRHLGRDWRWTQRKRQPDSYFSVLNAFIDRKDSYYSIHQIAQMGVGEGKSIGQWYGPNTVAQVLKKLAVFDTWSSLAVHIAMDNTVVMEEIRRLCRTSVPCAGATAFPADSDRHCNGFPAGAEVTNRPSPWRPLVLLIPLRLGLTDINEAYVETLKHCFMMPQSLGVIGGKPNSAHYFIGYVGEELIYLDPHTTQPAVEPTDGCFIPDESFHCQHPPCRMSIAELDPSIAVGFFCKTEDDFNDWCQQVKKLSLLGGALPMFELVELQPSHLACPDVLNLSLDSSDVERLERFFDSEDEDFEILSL
# CXCR6 inh = CXCR6 receptor inhibitors, primary screen, cell-based, beta-arrestin, luminescence, CHO-K1 PathHunter, 1536-well; inhibition, % at 20 µM; 360,000 tested, 0.36% active; C-X-C chemokine receptor type 6 (Homo sapiens), O00574; in the data active = inhibition above about 34%, passing the limit was not always enough;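 also: antagonist mode with CXCL16 agonist at 10 nM final; 0% = 10 nM CXCL16 with DMSO and 100% = unstimulated wells without agonist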
# APJ ag = agonists of human apelin receptor APJ, primary screen, CHO-K1 cells, PathHunter beta-arrestin, luminescence; 0% DMSO wells, 100% apelin; 330,000 tested, 0.11% active; activation, % at 20 µM;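 active = activation more than six SD over the plate average, tested at 20 µM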;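 also: 0% = DMSO alone and 100% = apelin-13 at 10 nM; some results filed as inactive read as strong as hits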
#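 Test system – PathHunter CHO-K1 APJ (AGTRL-1) beta-arrestin reporter cells · Input – 1000 cells/well · Compound – single test compound dose, 20 µM final, 1% DMSO · Times – compound stimulation 90 min at 25 °C, detection 60 min · Technique – beta-gal luminescence · Read-out basis – APJ–arrestin association signal · Control set – negative DMSO alone, positive Apelin-13 at 10 nM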
# * hit, by the source's call; / = not tested or not shown.
SMILES,Gli-Sufu antag,UBC13 inh,EBI2 block,APJ antagonist,CCR6 antag,ATG4B inh,CXCR6 inh,APJ ag
O=C(CCNC(=O)c1ccco1)NC(Cc1c[nH]c2ccccc12)C(=O)O (configuration not stated),-2,9,-3,-13,3,8,-3,-3
CC(C)OCCCNc1ncnc2c1[nH]c1ccc(F)cc12,62*,15,-7,17,17,2,-7,2
OCCC1CN(CC2CCCCC2)CCN1C1CCCC1 (configuration not stated),14,-8,4,14,5,7,5,0
CCC(=O)N1c2ccc(S(=O)(=O)N3CCOCC3)cc2CC1C (configuration not stated),-11,-9,-11,4,-10,2,2,-3
CCCn1c(N2CCN(CC(=O)c3c[nH]c4ccccc34)CC2)nc2c1c(=O)[nH]c(=O)n2C,15,-9,-8,21,-15,-18,5,7
COc1ccc(-c2ccc3c(c2)O/C(=C\c2ccsc2)C3=O)cn1,-9,-2,2,0,-2,-6,6,-3
Cc1cc(NC(=O)CS(=O)(=O)c2ccc(Cl)cc2)no1,-47,-1,3,13,15,17,-5,-3
CC1(C)CC(N2CCOCC2)=CC(=[N+]2CCOCC2)C1,-7,-18,-1,1,11,-5,-5,-3
Cc1cc(C)cc(CC2CC(=O)N(c3cc(C)ccc3C)C2=O)c1 (configuration not stated),-5,-8,-5,10,-1,-5,-7,-5
O=C(NCc1ccco1)C(c1ccncc1)N(CCC1=CCCCC1)C(=O)Cn1nnc2ccccc21 (configuration not stated),8,-1,-4,-12,24,-15,10,0
Cc1ccnc(NC(=O)c2sc3ccccc3c2Cl)c1,4,-9,15,-9,-17,7,2,-1
c1ccc2c(c1)nc(-c1ccncc1)n1nnnc21,4,-6,2,10,3,0,1,-6
CCCc1cc(=O)n2nc(N3CCC(C(=O)NCc4ccco4)CC3)sc2n1,-9,-3,-3,2,11,12,-2,0
COc1ccc(CCN2C(=O)N(c3ccc(OC)cc3)C(=O)C2CC(=O)Nc2ccc(OC)cc2)cc1 (configuration not stated),17,4,4,6,13,25,2,-1
NC1=NC(=Nc2ccc(S(N)(=O)=O)cc2)c2ccccc21,1,20,-2,19,15,2,8,-3
CC(=O)Nc1nc(-c2ccccc2)ns1,-33,4,4,0,2,1,-1,-4
CCCc1nnc(SCC(=O)NC2CC2)n1CC,9,9,-3,8,0,-4,3,0
Cn1c(=O)cc(OCCCC(=O)NCc2cccnc2)c2ccccc21,1,5,4,6,6,-3,-1,-3
Cn1cccc1C(=O)OCC(=O)NC1CCS(=O)(=O)C1 (configuration not stated),-8,9,-3,8,-1,1,-1,-4
COc1ccc(OC)c(C(=O)CSc2nnc(Cc3cccs3)n2CCc2ccccc2)c1,-8,2,15,-11,7,4,12,-3
C/C(=C\C(=O)c1c(O)cc(C)oc1=O)N(C)C,0,0,1,-8,7,-9,-9,-4
Cc1ccn2c(=O)nc(SCC(=O)N3CCCc4ccccc43)nc2c1,-6,-6,-19,-5,1,6,4,32
O=c1cc(N2CCC(Cc3ccccc3)CC2)[nH]c(=O)n1C1CCCCC1,-1,-8,-3,24,-6,-3,7,-1
CC1CN(C(=O)CSc2nnc3c(Cl)cc(Cl)cn23)CC(C)O1 (configuration not stated),-3,4,-11,14,-4,6,-6,-1
CCOc1ccc2nc(N3CCCC(C(=O)NCCCN4C(C)CCCC4C)C3)sc2c1 (configuration not stated),2,9,0,-12,10,0,3,-1
# Next section
SMILES,Gli-Sufu antag,UBC13 inh,EBI2 block,APJ antagonist,CCR6 antag,ATG4B inh,CXCR6 inh,APJ ag
CCOC(=O)c1c(C)[nH]c(C(=O)OCC(=O)NC(C)(C)C)c1C,-5,8,-17,2,5,-9,7,-2
CCN(CC)c1ccc(/C=N/NC(=O)c2ccc3nc[nH]c3c2)c(O)c1,6,-14,16,-20,13,-10,-16,2
NC(=O)C1CCN(C(=O)COc2ccc(S(=O)(=O)NC3CCCC3)cc2)CC1,2,-4,-2,13,2,-3,-4,-1
COc1ccc(C(C)=O)cc1COC(=O)CCNS(=O)(=O)c1ccc(C)cc1,-4,-1,1,-4,10,-8,-1,0
CC1CCN(C(=O)CSc2nc3ccccc3c(=O)n2Cc2ccc3c(c2)OCO3)CC1,2,6,1,-3,17,19,9,-5
Cc1nc([N+](=O)[O-])cn1CC(O)c1ccccc1 (configuration not stated),9,-6,12,3,-12,-3,2,3
COc1cccc(CCc2nnc(CCC(=O)N3CCN(Cc4ccccn4)CC3)o2)c1,-12,-8,6,-5,8,11,5,-3
O=C1OCc2ccc(NS(=O)(=O)c3ccc(C(F)(F)F)cc3)cc21,6,-1,-14,11,7,-8,6,-6
COc1ccccc1N(C)S(=O)(=O)c1ccc(Cl)c(C(=O)Nc2ccncc2)c1,-6,1,8,-44,8,-8,-8,5
O=C1C(Cl)=C(NCc2ccco2)C(=O)c2ccccc21,37,/,-26,/,-1,-4,-11,/
CCCCN(CC)CCCNC(=O)c1ccc(CSc2nc3ccncc3[nH]2)cc1,7,7,11,9,4,-7,-5,-2
CC(C)(C)C(=O)NNc1nc(-c2ccccc2)c2cc(Br)ccc2n1,1,-9,8,7,2,10,2,0
CCOC(=O)N1CCN(C(=O)C2CCN(S(=O)(=O)CC)CC2)CC1,-1,5,-10,12,-3,-3,-9,-5
Cc1ccc(Cn2c(SCC(=O)NCc3ccco3)nc3ccsc3c2=O)cc1,0,33,9,13,16,-12,-2,-3
CCN1C(=NCc2ccco2)N[C@@H](c2cccc(C(F)(F)F)c2)C(C(=O)OC)=C1C,20,22,9,13,12,6,6,-4
O=C(c1cccs1)N1CCN(C23CC4CC(CC(C4)C2)C3)CC1,-4,7,-4,12,-12,-8,-4,1
O=C1c2ccccc2S(=O)(=O)N1Cc1nnc(-c2ccccc2Br)o1,25,/,-6,/,2,2,-8,/
CCN(CC(=O)NCc1cccs1)C(=O)c1ccc(-c2ccc(F)cc2)o1,-4,-5,5,11,3,-3,6,-2
CC(C)(CNc1ccc(S(=O)(=O)C(F)(F)F)cc1[N+](=O)[O-])N1CCOCC1,0,-2,1,-11,18,4,-10,3
O=C(Nc1ccccc1N1CCCCC1)c1cccs1,2,5,-19,10,16,18,8,-3
COc1cc(C2N(c3ccccc3)CCN2c2ccccc2)ccc1OC(C)=O,-3,-9,5,14,13,-6,-1,0
CCCN1CCN(C(=O)C2CCN(c3nnc(C)c4c(C)n(-c5ccc(C)cc5)nc34)CC2)CC1,28,-5,-2,16,13,-1,10,-2
Cc1ccc(NC(=O)COC(=O)C(NS(=O)(=O)c2ccc(Cl)cc2)C(C)O)c(Br)c1 (configuration not stated),0,-4,-4,-8,-16,-7,3,-1
Cc1cc(C)cc(N(C(C)C(=O)N2CCOCC2)S(C)(=O)=O)c1 (configuration not stated),1,-1,-17,-5,5,2,-9,0
CCNC(=O)CC1C(=O)N(c2ccc(F)cc2)C(=S)N1CCc1ccncc1 (configuration not stated),0,9,-8,6,-2,-7,-4,-3
# (further entries)
SMILES,Gli-Sufu antag,UBC13 inh,EBI2 block,APJ antagonist,CCR6 antag,ATG4B inh,CXCR6 inh,APJ ag
CC(=O)NCCc1nc2cc(NC(=O)c3ccccc3Cl)ccc2n1C,-4,/,5,/,3,-10,-1,/
COc1cc(CN2CCN(CCc3ccccc3)C(CCO)C2)cc(OC)c1 (configuration not stated),3,11,-6,8,-3,-11,2,-6
CCOC(=O)CN=C/C(C(=O)Nc1nccs1)=C(/C)O,2,6,-13,-5,-17,-5,6,-4
Fc1ccc(NC(=S)NC23CN4CN(CN(C4)C2)C3)cc1,4,-7,1,-12,-1,2,4,2
CCCc1cc(=O)[nH]c(/N=C(/NC(=O)C(C)N2C(=O)c3ccccc3C2=O)Nc2ccccc2)n1 (configuration not stated),4,-13,-7,0,9,-2,-2,-4
CCCCOC(=O)c1cc(=O)[nH]c(=O)[nH]1,-4,2,0,-59,-7,-1,8,-3
Cc1ccc2c(CC(=O)Nc3sccc3C(N)=O)coc2c1,-23,1,2,14,4,7,-10,5
O=C(Nc1cccc(S(=O)(=O)NC2=NCCCCC2)c1)c1cc(-c2ccc(Cl)cc2)nc2ccccc12,-5,-4,9,9,4,2,-7,-2
CC(C)CCc1noc(CN2CCN(c3ccc(Cl)cn3)CC2)n1,-7,5,-3,5,10,-9,1,-3
COc1ccc(/C=C2\SC(=S)N(CCC(=O)Nc3ccc(O)cc3)C2=O)cc1,-1,-19,5,13,11,3,11,-3
Nc1ccc2oc(-c3ccccc3Cl)cc(=O)c2c1O,-130,42,-7,5,29,4,10,-3
N/C(=N\OC(=O)c1cccc2ccccc12)c1cccnc1,-34,3,6,-20,-3,-5,-20,3
CC[C@H](C)[C@H]1CNC(=O)C(=O)N1CC1CCN(CCc2ccc(Cl)c(Cl)c2)CC1,-4,/,-1,/,4,1,6,/
CC1(C)CC(=O)C2=C(C1)Oc1ncn(CCO)c(=N)c1C2c1ccccc1 (configuration not stated),-4,-7,-5,-10,0,-10,1,1
C/C(=N\NC(=O)c1cccnc1)c1ccc(-n2ccnc2)cc1,2,-3,-4,1,10,5,5,-1
Cc1ccc(C)c(NC(=O)CSc2ncnc3nc[nH]c23)c1,0,8,-1,24,4,-7,-6,3
CCCC[C@@H]1C[C@H]1[C@@H](NC(=O)c1cccs1)c1ccc(Cl)cc1,7,12,/,4,1,-7,/,4
CC(C)COC(=O)n1c(SCC(=O)N(C)C)nc2ccccc21,-11,-2,0,18,10,-14,2,6
CCOc1ccc(N(C)S(=O)(=O)c2ccc(C)c(C(=O)N3CCN(Cc4ccc5c(c4)OCO5)CC3)c2)cc1,0,3,6,3,20,-13,1,-3
O=C(CNC(=O)c1ccco1)OCC(=O)c1cccc2ccccc12,2,-8,2,25,14,-5,2,-4
CCNS(=O)(=O)c1ccc(OCCNS(C)(=O)=O)cc1,-3,10,-8,24,-11,1,-1,2
CCOC(=O)c1n[nH]n2c1nc(=S)c1ccccc12,-1,/,-2,/,6,1,3,/
CC(CN(C)Cc1ccccc1)OC(=O)c1cccs1 (configuration not stated),1,0,-4,-16,11,-5,1,-2
CSc1nsc(SC)c1NC(=O)N1CCCCC1,3,6,-1,-1,-17,4,-8,-5
CN(C)C(CNC(=O)c1ccc2c(c1)S(=O)(=O)c1ccccc1C2=O)c1ccco1 (configuration not stated),15,0,-2,-29,-2,3,-2,3
CN(C)S(=O)(=O)c1ccc(C(=O)Nc2cc3c(cc2C(=O)O)OCCCO3)cc1,-18,-6,-11,15,6,-1,13,-1
CCOc1ccccc1NC(=O)NCc1ccccn1,-3,5,-3,4,3,6,3,-4
O=C(N/N=C/c1ccccc1F)NC12CC3CC(CC(C3)C1)C2,-27,-3,35,-5,16,-4,3,-4
COc1ccc(C(=O)CSc2nnc(CNC(=O)c3ccc(OC)c(OC)c3)n2C)cc1,-30,-2,-1,-8,-39,-5,-4,-3
Cn1cnnc1SCC(=O)N1N=C2/C(=C/c3ccco3)CCCC2C1c1ccco1 (configuration not stated),1,3,-4,18,15,-3,-10,-1
